Screening data (PubChem)
WRN inhibitor: blocks human WRN helicase. WRN helicase unwinding, fluorescent forked duplex, kinetic. Q14191. Potency, µM (series often up to 114 µM), for inactives: at the top dose activity change, negative = inhibition, hits mostly inhibitors. 0.46% of 360,000 active; also: potency is read from the fitted curve at half-maximal effect; % is scaled to controls: 0 for no effect and ±100 for the full control effect; nearly all actives have a fitted effect of over 55% in size
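Enzyme (20 nM final) and test compound sit together 15 min at room temperature before substrate addition. Substrate is a single-forked duplex oligonucleotide (100 nM) labelled with fluorophore and quencher, with 2 mM ATP; helicase unwinding raises red fluorescence, read kinetically.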
EPAC1 antag: blocks human EPAC1 exchange factor; O95398; EPAC1 GEF assay, Rap1b-BODIPY-GDP exchange fluorescence; Potency, µM (top dose mostly 115 µM), without a hit: top-dose activity change, negative = inhibition, hits mostly inhibitors; 0.14% of 360,000 active;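 also: potency is read from the fitted curve at half-maximal effect; plate controls were vehicle for no effect and positive control for full effect; nearly all actives have a fitted effect of over 50% in size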
PLK1 PBD inh: PLK1 (human) polo-box domain binding inhibition; P53350; Plk1 PBD binding of FITC phosphopeptide, fluorescence polarization; Potency, µM, inactives show max response, negative = inhibition, hits mostly inhibitors; 2.8% of 360,000 active; AID 720504; also: potency is read from the fitted curve at half-maximal effect; series mostly up to about 57 µM; % is scaled to controls: 0 for no effect and ±100 for the full control effect; nearly all actives have a fitted effect of over 65% in size
Target sequence (P53350 whole entry, looked up, the tested form may be a part): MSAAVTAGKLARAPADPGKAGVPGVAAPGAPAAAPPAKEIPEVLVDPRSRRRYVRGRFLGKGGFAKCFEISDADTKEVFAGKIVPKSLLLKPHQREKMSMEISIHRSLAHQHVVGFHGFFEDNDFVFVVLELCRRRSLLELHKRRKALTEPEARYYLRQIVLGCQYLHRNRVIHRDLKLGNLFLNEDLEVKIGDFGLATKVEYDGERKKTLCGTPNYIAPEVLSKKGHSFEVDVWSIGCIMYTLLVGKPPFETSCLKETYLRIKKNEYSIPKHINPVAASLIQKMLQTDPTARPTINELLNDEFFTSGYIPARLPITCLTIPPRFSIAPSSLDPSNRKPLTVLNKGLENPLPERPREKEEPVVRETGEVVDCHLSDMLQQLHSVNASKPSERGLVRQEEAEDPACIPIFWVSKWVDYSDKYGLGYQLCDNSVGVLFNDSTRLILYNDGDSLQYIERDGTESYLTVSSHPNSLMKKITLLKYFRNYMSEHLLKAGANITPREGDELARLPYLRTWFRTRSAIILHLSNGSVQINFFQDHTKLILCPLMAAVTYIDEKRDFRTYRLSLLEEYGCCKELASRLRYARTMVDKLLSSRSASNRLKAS
PI5P4Ka inh: PI5P4K alpha (human) kinase inhibition; PI5P4Kalpha enzyme, ADP-Glo luminescence, 60 min; active compounds read low; max response, %; P48426; 1.2% of 330,000 active; active = max response of -50% or lower; inconclusive = between -30% and -50%; inactive = -30% or higher; also: value at the top dose of about 77 µM; % is scaled to controls: 0 for no effect and ±100 for the full control effect
Target sequence (P48426 whole entry, looked up): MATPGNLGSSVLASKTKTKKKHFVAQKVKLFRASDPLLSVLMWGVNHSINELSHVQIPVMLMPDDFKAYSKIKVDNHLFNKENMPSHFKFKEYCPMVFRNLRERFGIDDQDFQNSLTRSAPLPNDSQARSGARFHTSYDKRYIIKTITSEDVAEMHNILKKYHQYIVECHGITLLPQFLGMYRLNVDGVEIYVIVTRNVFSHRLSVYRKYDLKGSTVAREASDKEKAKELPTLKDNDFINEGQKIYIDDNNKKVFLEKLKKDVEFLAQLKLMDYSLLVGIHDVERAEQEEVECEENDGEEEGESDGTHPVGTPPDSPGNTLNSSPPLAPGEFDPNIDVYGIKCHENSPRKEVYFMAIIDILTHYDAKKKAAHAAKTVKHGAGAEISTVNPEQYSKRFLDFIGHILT
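PI5P4Kalpha ADP-Glo assay; 5 microM ATP final; 60 min RT reaction; HEPES pH 7.4/EGTA/CHAPS, 5% DMSO; controls lacking substrate or enzyme; luminescent end-point.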
Mm-Cpn inhibitor: M. maripaludis TRiC chaperonin inhibition; purified Mm-Cpn ATPase, ADP Transcreener TR-FRET; Potency, µM (series often up to 76.9 µM), inactives show top-dose activity, negative = inhibition, hits mostly inhibitors; AID 504842; 0.031% of 330,000 active; also: potency is read from the fitted curve at half-maximal effect; % is scaled to controls: 0 for no effect and ±100 for the full control effect; nearly all actives have a fitted effect of over 80% in size
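TR-FRET (320 nm excitation; 590 and 665 nm emission) reports ADP made from 10 uM ATP by 25 nM enzyme; compounds were preincubated 10 min, reaction run 30 min, both at 37°C.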
EPAC1 agonist: EPAC1 (human) agonism | EPAC1 agonist qHTS, biochemical assay; response scale: 100% = response to 6.5 mM cAMP | AID 720707 | 0.073% of 360,000 active | Potency, µM (doses to about 154 µM), for inactives: top-dose activation, actives largely listed as activators | O95398; also: potency is read from the fitted curve at half-maximal effect; nearly all actives have a fitted effect of over 60% in size
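Fluorescent GDP-exchange assay: 100 nM EPAC1 with 250 nM Rap1B preloaded with BODIPY-GDP and 50 uM GDP; compounds tested as concentration series, 5 min at room temperature, then read every 5 min for 30 min (ex 480/em 540 nm); normalized to 6.5 mM cAMP.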
CCT chaperon mod: changes cytosolic chaperonin activity | purified chaperonin ATPase assay, HTRF ADP detection, 30 min | 0.3% of 360,000 active | AID 651819 | activity change, % (concentration not given with the values), hits read low; in the data active = activity change below about -30%; also: % is scaled to controls: 0 for no effect and ±100 for the full control effect
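Nucleotide hydrolysis assay: TRiC at 20–40 nM final (set by batch activity) with 10 uM ATP, 30 min at 37 °C, in presence of 76 uM compound. Detection by competitive ADP HTRF, 30 min ambient.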
EPAC2 antag: antagonists of human EPAC2; 0.18% of 360,000 active; EPAC2 GEF exchange of Rap1B-BODIPY-GDP, fluorescence; Q8WZA2; Potency, µM (top dose mostly 114 µM), inactives show at the highest dose activity, negative = inhibition, most hits filed as inhibitors; also: potency is read from the fitted curve at half-maximal effect; % is scaled to controls: 0 for no effect and ±100 for the full control effect; nearly all actives have a fitted effect of over 45% in size; many of its hits are not listed in these tables
Active calls of the source: *; ? = inconclusive; nt = no result given; [ ] = remark or other dose. Unless noted, calls follow the shape of the dose curve; as a rule, active = well fitted curve in the direction sought with a large enough effect; inconclusive = small, poorly fitted or top-dose-only effect, or another doubt; inactive = no such curve, though single readings can be large; an effect the other way counts as inactive or inconclusive. Only part of the results is shown. The share of hits here may be higher or lower than overall.

SMILES	WRN inhibitor	EPAC1 antag	PLK1 PBD inh	PI5P4Ka inh	Mm-Cpn inhibitor	EPAC1 agonist	CCT chaperon mod	EPAC2 antag
CCOC(=O)C(=O)C1=CN(Cc2ccccc2)C=C(C#N)C1	-6%	5%	-1%	-1	0%	7%	0.5	-3%
c1ccc(N2CCN(c3ccccc3)C2c2cccnc2)cc1	-18%	-5%	-5%	9	1%	20%	-1.5	-9%
COc1ccc(OCCN2CCN(S(=O)(=O)c3ccccc3C(F)(F)F)CC2)cc1	-6%	-11%	0%	10	-1%	-8%	-5.3	-6%
CC1CCC(NC(=O)Cn2c(=O)oc3cc(S(=O)(=O)N4CCCC4)ccc32)CC1 (stereo not given)	-3%	-14%	-21%	8	1%	-5%	-1.9	-6%
Cn1cc(C(=O)NCc2ccccc2F)cn1	-5%	4%	-7%	7	-2%	-6%	1.9	17%
O=C(NCCN1CCN(c2ccccc2)CC1)c1cccn2c(=O)c3ccccc3nc12	8%	14%	-12%	-15	-1%	6%	0.6	-2%
COc1ccc(-c2ccc(SCC(=O)c3ccccc3)nn2)cc1OC	-7%[57.1 µM]	?	-4%	3	-12%	3%	-3.7	-2%
Nn1c(-c2ccccc2)nc2cc(Cl)ccc2c1=O	10%	-7%	-17%	2	-3%	10%	1.4	-3%
CN(C(=O)COC(=O)c1cc2ccccc2cc1O)c1c(N)n(Cc2ccccc2)c(=O)[nH]c1=O	-4%	-17%	-17%	-8	4%	3%	0.9	10%
CSc1nc(O)c(Nc2cccc(Cl)c2)c(=O)[nH]1	8%	6%	-5%	-9	-1%	-9%	-0.4	5%
Clc1ccccc1-c1nc2ccccc2[nH]1	-1%	-8%	-1%	-7	2%	-7%	-0.2	0%
CC(C)C(OC(=O)/C=C/c1ccc2c(c1)OCO2)C(=O)NC(N)=O (stereo not given)	2%	-17%	-10%	4	-2%	8%	-0.3	-8%
COc1cnn(-c2ccc(C)cc2)c(=O)c1Br	3%	3%	1%	5	-9%	1%	0.8	-6%
O=C(O)C[C@H]1c2cc(C(F)(F)F)ccc2S(=O)(=O)N1C1CCCCC1	6%	-8%	-4%	-3	nt	12%	-2.2	14%
COCCNc1nc2nonc2nc1N(C)Cc1ccc(C)cc1	4%	1%	-5%	-1	0%	-1%	-1.4	-7%
Cc1cc2nc(-c3ccccc3)c(Cc3ccsc3)n2c(C)c1Br	-5%	-11%	-9%	13	nt	20%	0.1	3%
CN(C)c1ccc(C=NCCC2(c3ccccc3)CCOC(C)(C)C2)cc1 (stereo not given)	-8%	-21%	1%	2	-1%	0%	-1.7	-11%
CC(CC(=O)O)CC1=NS(=O)(=O)c2ccccc2N1 (stereo not given)	10%	0%	-5%	nt	-2%	5%	-5.4	11%
CCc1ccc(Nc2nnc(SCC(=O)N(C)C3CCS(=O)(=O)C3)s2)cc1 (stereo not given)	1%	-8%	-23%	4	-2%	1%	0.3	-1%
CCOc1ccc(C(=O)OCC(=O)Nc2ccc(SC(F)F)cc2)cc1OCC	-4%	-17%	-6%	12	0%	-18%	1.9	-11%

Laid out differently: six of the compounds above
Fields: WRN inhibitor, EPAC1 antag, PLK1 PBD inh, PI5P4Ka inh, Mm-Cpn inhibitor, EPAC1 agonist, CCT chaperon mod, EPAC2 antag
> COc1ccc(-c2ccc(SCC(=O)c3ccccc3)nn2)cc1OC
  -7%[57.1 µM], ?, -4%, 3, -12%, 3%, -3.7, -2%
> Nn1c(-c2ccccc2)nc2cc(Cl)ccc2c1=O
  10%, -7%, -17%, 2, -3%, 10%, 1.4, -3%
> CN(C(=O)COC(=O)c1cc2ccccc2cc1O)c1c(N)n(Cc2ccccc2)c(=O)[nH]c1=O
  -4%, -17%, -17%, -8, 4%, 3%, 0.9, 10%
> CSc1nc(O)c(Nc2cccc(Cl)c2)c(=O)[nH]1
  8%, 6%, -5%, -9, -1%, -9%, -0.4, 5%
> Clc1ccccc1-c1nc2ccccc2[nH]1
  -1%, -8%, -1%, -7, 2%, -7%, -0.2, 0%
> CC(C)C(OC(=O)/C=C/c1ccc2c(c1)OCO2)C(=O)NC(N)=O (stereo not given)
  2%, -17%, -10%, 4, -2%, 8%, -0.3, -8%

The list goes on.
SMILES	WRN inhibitor	EPAC1 antag	PLK1 PBD inh	PI5P4Ka inh	Mm-Cpn inhibitor	EPAC1 agonist	CCT chaperon mod	EPAC2 antag
Cc1ccc(OCc2cc(C(=O)NC3CCOC3)no2)cc1C (stereo not given)	4%	-2%	-2%	0	2%	2%	-3.4	0%
Cc1c(Cc2ccccc2)c(=O)oc2cc(OCC(=O)NCC3CCC(C(=O)O)CC3)ccc12 (stereo not given)	3%	17%	-4%	-1	0%	-20%	2.1	2%
Cc1csc(/C(=N\O)c2csc(C)n2)n1	-3%	-8%	-13%	nt	-7%	-3%	-1.3	-10%
Cc1cc(C)nc(NS(=O)(=O)c2ccc(CC(C)C)cc2)c1	-3%	-10%	4%	0	1%	8%	-3.0	-10%
CC1CC(C)CN(C(=O)CSc2n[nH]c(N)n2)C1 (stereo not given)	6%	-15%	-2%	-4	-1%	3%	0.2	5%
O=C(Nc1cc(C(F)(F)F)ccc1Cl)c1cc(C2CC2)on1	3%	-2%	-10%	nt	-3%	6%	-0.9	2%
CCN1CCN(C(=O)c2cn(CCOC)c(=O)c3c2c2ccccc2n3C)CC1	2%	8%	-8%	nt	0%	-2%	0.5	10%
O=C(COC(=O)CNC(=O)c1ccc(Cl)cc1Cl)NC1CCCCC1	-22%	-14%	-3%	9	1%	-9%	-1.9	-1%
CCOC(=O)c1ccc(-n2c(O)c(/C=N/NC(=O)C3COc4ccccc4O3)c3ccccc3c2=O)cc1 (stereo not given)	-27%	-9%	-26%	?	-1%	5%	-1.9	6%
Cc1onc(-c2ccccc2)c1C(=O)N/N=C/c1ccco1	7%	-7%	-27%	-17	-1%	7%	-0.5	2%
Cc1ccccc1NC(=O)Nc1ccccc1Br	2%	4%	-3%	nt	-1%	-1%	-0.9	8%
CCC(=O)c1ccc(OC(=O)c2cnccn2)cc1	0%	0%	?	3	0%	-5%	1.5	6%
COc1ccc(N2CC(C(=O)NCCC3=CCCCC3)CC2=O)cc1 (stereo not given)	-5%	-2%	-8%	0	1%	-3%	-0.2	-1%
CC(=O)c1ccc(NC(=O)C2CC(c3ccc(F)cc3)=NO2)cc1 (stereo not given)	0%	16%	-3%	nt	-5%	2%	0.6	11%
COc1ccccc1CC(=O)O/N=C(\N)Cc1cccc2ccccc12	-1%	-23%	-3%	nt	-1%	6%	0.3	-1%
C=CCn1c(=S)[nH]c2nc3c(cc2c1=O)COC(C)(C)C3	0%	12%	2%	nt	1%	-2%	0.3	5%
COc1ccc(/C=C(\C#N)C(=O)OCC(=O)Nc2c(C)cccc2C)cc1	-5%	3%	2%	11	-1%	7%	-2.1	8%
COC(=O)C(C(=O)Nc1ncccn1)C1CCCCCC1 (stereo not given)	-2%	6%	-2%	3	2%	1%	-5.4	13%
COc1ccccc1N1CCN(c2nc(N)c(C#N)c(CC#N)c2C#N)CC1	0%	-9%	-6%	-17	-1%	0%	-1.3	-1%
CCOC(=O)c1c(N)c2cc([N+](=O)[O-])cnc2n1C	-4%	-7%	-3%	6	1%	0%	-3.3	-4%
CCCN1C2CCCC1CC(NC(=S)Nc1cc(C)ccc1C)C2 (stereo not given)	1%	-5%	0%	-1	-2%	8%	0.9	0%
COC(=O)c1ccc(NS(=O)(=O)c2ccc3[nH]c(=O)oc3c2)cc1	5%[11.6 µM]	-18%	-9%	-8	-25%	-1%	-1.5	0%
Cc1cccc(CSC2=CS(=O)(=O)c3ccccc3N2)c1	-6%	-13%	-26%	-28	2%	4%	0.7	-4%
C/C(=N\NC(=O)Cc1ccccc1)c1cccs1	-6%	-5%	-14%	nt	0%	5%	-1.1	-7%
COC(=O)c1ccc(Cl)c(NC(=O)c2cccc([N+](=O)[O-])c2C)c1	4%	-9%	-18%	-7	-1%	-1%	-5.9	-5%
COc1ccc(-c2csc(NC(C)c3nc4cc(Cl)c(Cl)cc4n3CCOCCO)n2)cc1 (stereo not given)	-4%	-12%	-25%	4	nt	-2%	1.7	8%
Cn1c(=O)c2cc(NC(=O)NCc3ccccc3)ccc2n1C/C=C/c1ccccc1	-7%	-25%	-6%	4	nt	-11%	0.7	3%
CCOc1ccc2[nH]c3nc(SCC(=O)NC4CCCC4)nnc3c2c1	-5%	4%	1%	1	-1%	-7%	-2.9	2%
COc1ccc(CCC(=O)OCc2csc(CC(=O)Nc3ccc(C)cc3)n2)cc1OC	?	-20%	-9%	2	-6%	4%	5.3	-8%
Cc1ccc(C(=O)OCC(=O)N(C)c2ccccc2)cc1C	-18%	-9%	-2%	0	0%	-7%	-3.4	6%
O=C(C(Sc1ccccc1)c1ccccc1)N1CCOCC1 (stereo not given)	-1%	-8%	-20%	2	-1%	-3%	-0.9	6%
COCc1cc(=O)[nH]c(N2CCN(C(=O)c3ccco3)CC2)n1	-2%[57.1 µM]	15%	-3%	6	-2%	5%	-0.7	4%
N#CCCN(Cc1ccccc1)C(C(=O)NC1CCCCC1)C1CC1 (stereo not given)	0%	-2%	6%	1	nt	-4%	-0.4	-18%
O=C(CSc1nnc2n(C3CCCC3)c(=O)c3ccccc3n12)N1CCCCCC1	3%	4%	-6%	nt	0%	1%	-3.1	0%
CCOc1ccccc1NC(=O)Cc1coc2cc(C)ccc12	-4%	-8%	-1%	1	1%	22%	-2.7	-2%
Cc1cc(C2=NNC(=NC3CC3)SC2)c(C)n1-c1ccccc1F	6%	4%	27µM*	?	?	8%	-6.6	-10%
COc1ccc(-c2[nH]ncc2N=Nc2cc(C)cc(C)c2)cc1	-1%[57.1 µM]	-18%	-17%	14	-3%	-11%	-7.9	-6%
CC(=O)NC1C(=O)N(CCN2CCOCC2)c2ccc(Cl)cc21 (stereo not given)	22µM*	?	-13%	1	-6%	5%	-30*	3%
CC1(C(=O)Nc2ccc3c(c2)OCCO3)CCN1C(=O)C1(c2ccccc2)CC1 (stereo not given)	-9%	-2%	-3%	3	nt	3%	-0.5	-13%
O=C(NCC(=O)N1CCN(S(=O)(=O)/C=C/c2ccccc2)CC1)c1ccc(Cl)cc1	-33%	-19%	-12%	-9	3%	5%	-3.4	-8%
COC(=O)c1c(NC(=O)c2ccco2)sc(C(=O)N2CCCC2)c1C	0%	1%	0%	nt	?	3%	0.5	1%
O=C(CSc1nnc(C2COc3ccccc3O2)o1)Nc1nccs1 (stereo not given)	7%	-9%	-1%	2	-1%	16%	-2.7	28%
CCC(C)(C)C1CCC2(CC1)NC(=O)N(CC(=O)Nc1cc(C(F)(F)F)ccc1N1CCOCC1)C2=O (stereo not given)	6%	-11%	7%	0	-5%	0%	0.1	-5%
